FadD28 binding: inhibitors of FadD28 bisubstrate probe binding, primary screen, biochemical, fluorescence polarization, single point; Mycobacterium tuberculosis FadD28 fatty-acid-AMP ligase; inhibition, % at 12.5 µM; 360,000 tested, 0.22% active; AID 588549, 2011; in the data active = inhibition above about 8.5%, passing the limit was not always enough
Mtb FBA inh: Mtb FBA enzyme inhibitors, primary screen, biochemical, fluorescence, strain H37Rv; Fructose-bisphosphate aldolase (Mycobacterium tuberculosis (strain ATCC 25618 / H37Rv)), …; purified M. tuberculosis FBA, fluorescence read-out; inhibition, % at 1 µM; 360,000 tested, 2.3% active; AID 588726, 2011; in the data active = inhibition above about 27%;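 also: 0% = vehicle and 100% = reference inhibitor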
Target sequence (P9WQA3 whole entry, looked up): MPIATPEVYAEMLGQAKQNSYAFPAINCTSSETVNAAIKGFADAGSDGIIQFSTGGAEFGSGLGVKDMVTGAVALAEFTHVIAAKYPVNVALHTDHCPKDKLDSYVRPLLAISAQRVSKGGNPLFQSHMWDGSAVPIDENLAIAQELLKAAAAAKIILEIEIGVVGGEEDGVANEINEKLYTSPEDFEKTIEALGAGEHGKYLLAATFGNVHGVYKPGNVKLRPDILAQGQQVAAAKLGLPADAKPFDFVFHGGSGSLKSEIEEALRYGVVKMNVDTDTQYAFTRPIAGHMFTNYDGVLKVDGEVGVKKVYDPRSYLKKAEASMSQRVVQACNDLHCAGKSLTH
Anthrax LF inh2: Bacillus anthracis LF protease inhibitors, primary screen, biochemical, multiplex microsphere, MLPCN library; Lethal factor (Bacillus anthracis), P15917; multiplex microsphere protease cleavage assay; inhibition, % at 10 µM; 360,000 tested, 0.12% active; AID 588501, 2011; also: plate controls were buffer without enzyme for full effect and enzyme alone for no effect
Mtb BioA inh: M. tuberculosis BioA enzyme inhibitors, primary screen, biochemical, plate reader, single point, HTS; purified M. tuberculosis BioA enzyme; inhibition, % at 9.99 µM; 360,000 tested, 0.096% active; AID 602481, 2012; in the data active = inhibition above about 40%
PfHsp40 rescue: rescue of yeast from PfHsp40 toxicity, primary screen, S. cerevisiae, ATP luminescence. S. cerevisiae expressing PfHsp40, growth rescue. growth rescue, % at 12.5 µM. 340,000 tested, 0.68% active. AID 504582, 2011; in the data active = growth rescue above about 28%, passing the limit was not always enough;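 also: yeast W303a lacking pdr1 and pdr3 grown in galactose medium; growth measured after three days at 30 °C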
BoNT F protease: BoNT/F light chain protease inhibitors, primary screen, biochemical, flow cytometry, MLPCN library; Botulinum neurotoxin type F light chain protease (Clostridium botulinum); Multiplex microsphere protease cleavage assay; inhibition, % at 10 µM; 360,000 tested, 0.22% active; AID 588497, 2011; in the data active = inhibition above about 35%, passing the limit was not always enough; also: plate controls were buffer without enzyme for full effect and enzyme alone for no effect
GDH-TPI counter: GDH-TPI coupling enzyme inhibitors, primary screen, artefact control for M. tuberculosis FBA inhibitor project, biochemical, absorbance, full deck | GDH-TPI coupled enzyme counterscreen, NADH absorbance | inhibition, % at 4.8 µM | AID 588335, 2011 | 360,000 tested, 1.2% active; in the data active = inhibition above about 30%;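 also: 0% = DMSO wells and 100% = wells lacking the enzyme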
BoNT-A LC inh2: BoNT/A light chain protease inhibitors, primary screen, biochemical, flow cytometry, MLPCN library | Botulinum neurotoxin type A light chain protease (Clostridium botulinum A str. ATCC 3502) | multiplex microsphere protease substrate cleavage | inhibition, % at 10 µM | 360,000 tested, 0.17% active; also: plate controls were buffer without enzyme for full effect and enzyme alone for no effect
Mtb UGM inh: M. tuberculosis UGM enzyme inhibitors, primary screen, biochemical, fluorescence polarization, single point. UDP-galactopyranose mutase (Mycobacterium tuberculosis (strain ATCC 25618 / H37Rv)), …. purified UGM, fluorescence polarization probe displacement. inhibition, % at 10 µM. 320,000 tested, 0.06% active. AID 504406, 2011; in the data active = inhibition above about 10%, passing the limit was not always enough
Target sequence (P9WIQ1 whole entry, looked up): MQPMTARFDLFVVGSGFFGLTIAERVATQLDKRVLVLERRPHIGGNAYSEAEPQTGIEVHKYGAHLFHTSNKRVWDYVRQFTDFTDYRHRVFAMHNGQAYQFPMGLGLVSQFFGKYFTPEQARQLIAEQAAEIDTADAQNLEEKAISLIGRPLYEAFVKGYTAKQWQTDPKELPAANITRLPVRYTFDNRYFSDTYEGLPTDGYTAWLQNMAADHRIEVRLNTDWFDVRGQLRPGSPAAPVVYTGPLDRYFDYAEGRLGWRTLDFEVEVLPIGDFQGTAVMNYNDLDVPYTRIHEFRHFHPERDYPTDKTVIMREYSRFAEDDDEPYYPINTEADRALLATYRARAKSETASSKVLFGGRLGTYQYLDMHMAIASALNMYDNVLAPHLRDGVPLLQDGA
Active calls of the source: *; nt = no result given; & = joins results of further samples. Rule as the data show it, unless noted: active = inhibition above about 30%; inconclusive = no clear call, values can overlap the other calls; inactive = below that. No enrichment for hits. About 4.7% of those tested had a hit in this group.

#1 Cn1c(CC(=O)Nc2ccccc2F)nnc1SCC(=O)Nc1nncs1
#2 CSc1nc(C)cc(SCC(=O)Nc2ccc(Cl)cc2Cl)n1
#3 CC(C)COc1ccc(Cc2cnc(N)nc2N)cc1
#4 Cc1nccc2oc(=O)c(NC(=O)c3ccc(Cl)cc3)cc12
#5 O=C(N/N=C\c1ccc2c(c1)OCO2)c1ccco1
#6 O=C(c1ccccc1)N1CCN(c2ccc(NCc3ccc4c(c3)OCO4)cc2)CC1

assay / compound	1	2	3	4	5	6
FadD28 binding	-0.6	-3.2	-4.5	0.3	-3.0	1.3
Mtb FBA inh	1	3	-1	1	4	2
Anthrax LF inh2	1	0	1	-14	1	-15
Mtb BioA inh	-1.4	-0.4	0.6	-2.4	nt	-1.2
PfHsp40 rescue	0.0	-1.2	0.9	-0.6	-1.3	-0.3
BoNT F protease	3	-15	-5	-18	2	-10
GDH-TPI counter	3	-1	-17	8	43*	8
BoNT-A LC inh2	-2.9	0.0	-0.3	-4.0	0.8	-0.7
Mtb UGM inh	-0.2	0.1	-3.3	-0.8	2.3	-1.3

#7 CN1C(=O)/C(=C/c2ccccc2OCc2cccc(F)c2)N(C)C1=S
#8 CCC(=O)N1CCc2cc(Br)cc(S(=O)(=O)N3CCCCC3CC)c21 (configuration not stated)
#9 COc1cc(CCCN2C(=O)C(=O)NC[C@@H]2Cc2ccc(O)cc2)cc(OC)c1OC
#10 CN(C)c1ccc(/C=N/N2CCN(c3ccccn3)CC2)cc1
#11 CCCCC1=CC2=C(c3ccco3)C(=O)C(C)(OC(=O)c3ccc(OC)cc3)C(=O)C2=CN1CCCOC(C)C (configuration not stated)
#12 CCN(CC)S(=O)(=O)c1ccc(C)c(NC(=O)CNc2cccc(S(=O)(=O)N3CCCC3)c2)c1

assay / compound	7	8	9	10	11	12
FadD28 binding	-0.6	0.1	-0.5	-3.0	2.1	-1.6
Mtb FBA inh	-4	1	3	-3	0	-2
Anthrax LF inh2	3	0	-1	nt	-8	-2
Mtb BioA inh	0.7	-0.4	1.1	-0.6	1.5	-0.7
PfHsp40 rescue	1.0	1.5	-1.6	0.7	0.4	0.4
BoNT F protease	-9	1	-4	nt	3	6
GDH-TPI counter	12	-1	10	39*	8	-9
BoNT-A LC inh2	1.0	-0.2	0.4	nt	0.8	1.8
Mtb UGM inh	3.1	-0.6	-2.7	1.0	2.2	-0.4

#13 O=[N+]([O-])c1cc2c(cc1/C=N\NS(=O)(=O)c1ccccc1)OCO2
#14 CCC(=O)N=c1ccn(C2=Nc3ccccc3NC2=C(C#N)C#N)cc1
#15 COc1ccc2c(CN(C)c3ccccc3)cc(=O)oc2c1
#16 Cc1ccnc(NC(=O)C(C)N2C(=O)c3ccccc3S2(=O)=O)c1 (configuration not stated)
#17 Cc1ccc(C(=O)c2c(NC(=O)c3cccnc3)sc3c2CCCC3)cc1
#18 O=C(COC(=O)c1cccc(Cl)c1)Nc1cc(S(=O)(=O)N2CCOCC2)ccc1N1CCOCC1

assay / compound	13	14	15	16	17	18
FadD28 binding	-3.1	-3.1	-2.0	-1.0	-5.7	-0.8
Mtb FBA inh	1	-7	15	-2	1	3
Anthrax LF inh2	-2	11	-1	-2	1	1
Mtb BioA inh	-0.8	-3.6	nt	0.2	-1.0	0.6
PfHsp40 rescue	1.5	-0.7	2.5	-0.2	-0.8	1.5
BoNT F protease	-4	-6	-4	-4	2	12
GDH-TPI counter	9	-2	12	7	0	9
BoNT-A LC inh2	-0.4	0.3	0.4	0.8	0.1	0.3
Mtb UGM inh	-1.2	2.8	nt	-1.7	-3.1	nt

#19 O=C(Nc1nc(-c2cccnc2)cs1)c1ccccc1[N+](=O)[O-]
#20 N/C(=N\OC(=O)c1ccccc1)c1cccnc1
#21 CC(C)NC(=O)Nc1ccc2c(c1)C(=O)N([C@@H](C)CO)C[C@H](C)[C@H](CN(C)S(=O)(=O)c1ccccc1)OCCCC[C@H](C)O2
#22 C[C@H](CO)N1C[C@H](C)[C@@H](CN(C)C(=O)Nc2ccccc2)Oc2ncc(C#CC3CCCCC3)cc2C1=O
#23 COc1ccc(N(C(=O)CCl)C(C(=O)NC2CCCCC2)c2cccnc2)cc1 (configuration not stated)
#24 COc1ccc(-n2nc(C(=O)Nc3ccc4c(c3)OCO4)c3ccccc3c2=O)c(OC)c1

assay / compound	19	20	21	22	23	24
FadD28 binding	-2.2	-0.2	-2.7	0.1	-2.1	-1.7
Mtb FBA inh	4	0	-1	-1	1	6
Anthrax LF inh2	-3	1	-2	-4	0	-1
Mtb BioA inh	-1.6	nt	0.7	0.1&-1.4&-2.0	nt	-1.5
PfHsp40 rescue	-1.8	0.0	nt	nt	0.4	1.3
BoNT F protease	-1	0	0	2	-4	-5
GDH-TPI counter	-4	3	0	12	-8	0
BoNT-A LC inh2	-0.7	0.5	-0.4	-0.3	1.2	-0.1
Mtb UGM inh	-1.0	-0.5	nt	nt	-2.9	1.4

Given tab-delimited: six of the compounds above.
no.	Compound	FadD28 binding	Mtb FBA inh	Anthrax LF inh2	Mtb BioA inh	PfHsp40 rescue	BoNT F protease	GDH-TPI counter	BoNT-A LC inh2	Mtb UGM inh
23	COc1ccc(N(C(=O)CCl)C(C(=O)NC2CCCCC2)c2cccnc2)cc1 (configuration not stated)	-2.1	1	0	nt	0.4	-4	-8	1.2	-2.9
24	COc1ccc(-n2nc(C(=O)Nc3ccc4c(c3)OCO4)c3ccccc3c2=O)c(OC)c1	-1.7	6	-1	-1.5	1.3	-5	0	-0.1	1.4
22	C[C@H](CO)N1C[C@H](C)[C@@H](CN(C)C(=O)Nc2ccccc2)Oc2ncc(C#CC3CCCCC3)cc2C1=O	0.1	-1	-4	0.1&-1.4&-2.0	nt	2	12	-0.3	nt
20	N/C(=N\OC(=O)c1ccccc1)c1cccnc1	-0.2	0	1	nt	0.0	0	3	0.5	-0.5
19	O=C(Nc1nc(-c2cccnc2)cs1)c1ccccc1[N+](=O)[O-]	-2.2	4	-3	-1.6	-1.8	-1	-4	-0.7	-1.0
21	CC(C)NC(=O)Nc1ccc2c(c1)C(=O)N([C@@H](C)CO)C[C@H](C)[C@H](CN(C)S(=O)(=O)c1ccccc1)OCCCC[C@H](C)O2	-2.7	-1	-2	0.7	nt	0	0	-0.4	nt

(next part)
#25 Cc1cc2occ(CC(=O)Nc3nnc(C4CC4)s3)c2cc1C
#26 Cn1c(CC(=O)Nc2ccc(Cl)c(Cl)c2)nnc1SCC(=O)NCc1ccccc1
#27 COc1ccc(C(=O)c2ccsc2N)cc1
#28 COc1cccc(NC(=O)COC(=O)CC(NC(N)=O)c2ccc(Cl)cc2)c1 (configuration not stated)
#29 CN(C)c1ccc(Cc2ccc(N(C)C)cc2)cc1
#30 COc1ccc(Cl)cc1NC(=O)CN1C(=O)CSC1=O

assay / compound	25	26	27	28	29	30
FadD28 binding	-1.1	-1.9	8.6*	-2.4	1.1	-0.9
Mtb FBA inh	0	1	-1	-7	7	1
Anthrax LF inh2	1	0	5	2	3	-2
Mtb BioA inh	-1.3	nt	nt	nt	-1.4	-1.3
PfHsp40 rescue	0.5	-1.0	-0.4	-1.1	-0.7	-1.7
BoNT F protease	-11	4	-69	-9	-9	-1
GDH-TPI counter	2	4	10	-6	-3	-3
BoNT-A LC inh2	1.0	-0.5	29	-1.8	-0.8	-0.4
Mtb UGM inh	-0.7	-0.1	-0.7	0.1	nt	-1.1

#31 COC(=O)c1cc2c(C(F)(F)F)nn(C)c2s1
#32 CC1(C)CC(=O)c2cc(C(=O)NCc3ccco3)c(=O)n(-c3ccccc3)c2C1
#33 CO[C@@H]1[C@@H](OC(N)=O)[C@@H](O)[C@H](Oc2ccc3c(O)c(NC(=O)c4ccc(O)c(CC=C(C)C)c4)c(=O)oc3c2C)OC1(C)C
#34 Cc1ccc(CNS(=O)(=O)c2cc3c4c(c2)C(C)C(=O)N4CCC3)cc1 (configuration not stated)
#35 O=C(Cn1cc(C(=O)C2CC2)c2ccccc21)NCc1ccc2c(c1)OCO2
#36 COC(=O)CCCNC(=O)c1ccc(S(=O)(=O)NCc2ccco2)cc1

assay / compound	31	32	33	34	35	36
FadD28 binding	-4.1	0.5	-1.5	-3.7	-2.4	3.5
Mtb FBA inh	-1	1	3	1	-3	1
Anthrax LF inh2	-10	-2	-9	1	0	-5
Mtb BioA inh	-0.5	-0.1	0.7	0.4	0.5	nt
PfHsp40 rescue	-0.6	-0.7	nt	0.2	-0.3	0.4
BoNT F protease	-12	0	-8	-3	7	-14
GDH-TPI counter	-10	11	9	0	13	6
BoNT-A LC inh2	-1.0	0.1	-0.3	-1.8	-0.1	-12
Mtb UGM inh	-1.9	1.3	nt	1.3	0.9	3.0

#37 CC(C)CN1C(=O)c2ccc(C(=O)Nc3ccccc3C(=O)O)cc2C1=O
#38 CCOC(=O)c1oc2ccccc2c1NC(=O)COc1cccc(OC)c1
#39 COc1cccc(NC(=O)c2ccc3c(c2)CCCC3)c1
#40 CS(=O)(=O)c1ccc(Nc2nc(C(N)c3ccccc3Cl)cs2)cc1 (configuration not stated)
#41 N#Cc1ccccc1NC(=O)CN1C(=O)NC(Cc2c[nH]c3ccccc23)C1=O (configuration not stated)
#42 Cc1cccc(N2C(=O)CC(N3CCN(Cc4ccc(Cl)cc4)CC3)C2=O)c1 (configuration not stated)
#43 O=C(/C=C/c1cccc([N+](=O)[O-])c1)N1CCN(c2ccccc2F)CC1
#44 O=C(Nc1nc2ccc(C(=O)N3CCCCC3)cc2s1)C1CCCCC1

assay / compound	37	38	39	40	41	42	43	44
FadD28 binding	4.7	0.6	-4.0	0.5	-4.7	0.2	-3.2	-0.2
Mtb FBA inh	-1	0	2	1	0	7	-10	1
Anthrax LF inh2	13	-1	-7	0	2	-3	1	-2
Mtb BioA inh	-0.4	0.1	-0.8	0.8	-2.7	0.4	13	nt
PfHsp40 rescue	-0.4	-0.7	0.2	nt	-0.3	-0.8	-1.3	-0.6
BoNT F protease	9	6	3	-14	-8	5	0	-3
GDH-TPI counter	17	-8	-4	10	0	-7	4	7
BoNT-A LC inh2	-2.4	0.6	-2.3	-0.9	0.7	1.4	1.2	-0.2
Mtb UGM inh	3.5	-1.6	1.9	nt	nt	-1.5	-1.5	-0.7
